Screening results deposited in PubChem by National Center for Advancing Translational Sciences (NCATS).
RORgamma inh – blocks mouse ROR gamma transcriptional activity. actives 5.4% (n = 310,000). Potency, µM (titrated, usually from 53.6 µM), for inactives: top-dose activity change, negative = inhibition, hits mostly inhibitors. P51450. Drosophila S2 Gal4-RORgamma UAS-luciferase reporter, 20 h; note: potency is the fitted concentration of half-maximal effect; % is set by controls: 0 for no effect and ±100 for the full control effect; nearly all actives have a fitted effect of over 60% in size
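Read-out: Photinus luciferase luminescence; inhibitors lower reporter signal. Insect Schneider cells with Gal4-ROR gamma fusion under metallothionein promoter, UAS reporter; 700 uM final copper sulfate induction, 20 hr, ambient temperature.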
Rab9 promoter act – activators of Rab9 promoter. Huh7 Rab9 promoter-luciferase reporter, luminescence, 24 h. Potency, µM (highest dose often 9.22 µM), without a hit: top-dose activation, negative = inhibition, actives largely listed as activators. actives 2.8% (n = 320,000); note: potency is the fitted concentration of half-maximal effect; % of control where 0% means no effect; nearly all actives have a fitted effect of over 60% in size
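Stable Rab9-luc Huh7, 1500 cells/well, 2 h settle; cmpd in DMSO, 24 h, 37 °C/5% CO2; luciferase reagent 10 min RT; luminescence.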
Tb PFK inh – blocks T. brucei phosphofructokinase; Potency, µM (series often up to 57.5 µM), inactives show top-dose activity, negative = inhibition, actives largely listed as inhibitors; actives 0.17% (n = 330,000); AID 485367; O15648; T. brucei PFK, ADP-Glo luminescence;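 note: potency is the fitted concentration of half-maximal effect; 0% = uninhibited 1x PFK enzyme wells and -100% = no-enzyme wells; nearly all actives have a fitted effect of over 60% in size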
Target sequence (O15648 whole entry, looked up): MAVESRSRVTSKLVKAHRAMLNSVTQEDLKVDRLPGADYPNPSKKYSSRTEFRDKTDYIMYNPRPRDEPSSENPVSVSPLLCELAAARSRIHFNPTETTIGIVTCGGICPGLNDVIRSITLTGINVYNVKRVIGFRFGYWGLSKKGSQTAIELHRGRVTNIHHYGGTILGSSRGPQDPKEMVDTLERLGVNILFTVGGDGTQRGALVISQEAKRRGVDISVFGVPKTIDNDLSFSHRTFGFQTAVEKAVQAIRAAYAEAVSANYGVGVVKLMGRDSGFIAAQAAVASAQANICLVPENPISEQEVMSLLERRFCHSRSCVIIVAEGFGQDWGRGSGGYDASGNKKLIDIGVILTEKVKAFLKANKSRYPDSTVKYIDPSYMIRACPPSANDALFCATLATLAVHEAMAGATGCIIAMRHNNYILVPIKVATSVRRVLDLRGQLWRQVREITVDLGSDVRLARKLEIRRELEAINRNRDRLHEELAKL
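Luminescent ADP detection (ADP-Glo, two-step: ATP depletion then ADP-to-ATP conversion for luciferase) reported PFK activity after 45 min room-temperature reaction of 1.25 nM enzyme with 0.5 mM F6P and 0.1 mM ATP at pH 8.0.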
uPA surface inh – cell surface uPA generation inhibition. Potency, µM (doses to about 38.3 µM), inactives show at the top dose activity change, negative = inhibition, most hits filed as inhibitors. cell surface uPA generation assay, qHTS. AID 540303. actives 0.31% (n = 330,000); active = well fitted inhibition curve with a large enough effect; inconclusive = small, poorly fitted or top-dose-only effect; inactive = no such curve, though single readings can be large or run the other way; tested in mouse RAW 264.7 cells; note: potency is the fitted concentration of half-maximal effect; % is set by controls: 0 for no effect and ±100 for the full control effect; nearly all actives have a fitted effect of over 55% in size
VP16 counter – inhibits Gal4-VP16 luciferase reporter, ROR gamma counter-screen; Drosophila S2 Gal4-VP16 UAS-luciferase, luminescence, 20 h; Potency, µM (doses to about 53.6 µM), inactives show at the top dose activity, negative = inhibition, usual class: inhibitors; actives 3.5% (n = 310,000); AID 2546;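 note: Gal4-VP16 expression switched on by copper sulfate through the metallothionein promoter; potency is the fitted concentration of half-maximal effect; % is set by controls: 0 for no effect and ±100 for the full control effect; nearly all actives have a fitted effect of over 50% in size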
NPC1 promoter act – activators of NPC1 promoter | Potency, µM (titrated, usually from 9.22 µM), for inactives: top-dose activation, actives largely listed as activators | actives 2.4% (n = 320,000) | Huh7 NPC1 promoter luciferase reporter, 24 h;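 note: potency is the fitted concentration of half-maximal effect; % of control where 0% means no effect; nearly all actives have a fitted effect of over 60% in size; reporter is driven by a mutant NPC1 promoter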
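Huh7 reporter cells (NPC1 promoter driving luciferase) are dosed with compound for 24 h at 37 °C, 5% CO2; luciferase detection reagent is then added and luminescence measured after 10 min at ambient temperature.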
FLuc modulator – inhibits or activates purified firefly luciferase, miR-21 counter-screen. P08659. purified FLuc, Km substrates, luminescence inhibition. Potency, µM (doses to about 57.5 µM), without a hit: top-dose activity change, negative = inhibition, actives largely listed as inhibitors. actives 6.9% (n = 360,000);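 note: potency is the fitted concentration of half-maximal effect; plate controls were vehicle for no effect and reference inhibitor for full effect; nearly all actives have a fitted effect of over 55% in size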
Target sequence (P08659 whole entry, looked up): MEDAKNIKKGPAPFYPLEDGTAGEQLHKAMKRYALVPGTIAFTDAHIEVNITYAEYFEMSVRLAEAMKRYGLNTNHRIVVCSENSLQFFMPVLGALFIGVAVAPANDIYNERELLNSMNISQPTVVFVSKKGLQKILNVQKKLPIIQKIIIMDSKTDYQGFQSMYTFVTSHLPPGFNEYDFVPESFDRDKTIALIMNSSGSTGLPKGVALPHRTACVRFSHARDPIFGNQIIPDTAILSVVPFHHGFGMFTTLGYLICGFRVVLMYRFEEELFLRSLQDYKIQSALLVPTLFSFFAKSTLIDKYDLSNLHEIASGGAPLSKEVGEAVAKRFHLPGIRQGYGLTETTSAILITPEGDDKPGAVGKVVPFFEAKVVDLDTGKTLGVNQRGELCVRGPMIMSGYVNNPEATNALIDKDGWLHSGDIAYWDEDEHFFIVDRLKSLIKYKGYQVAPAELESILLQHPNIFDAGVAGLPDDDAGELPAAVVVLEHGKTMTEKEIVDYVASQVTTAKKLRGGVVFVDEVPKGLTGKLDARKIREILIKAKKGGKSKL
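Biochemical qHTS of compounds, final roughly 60 µM downward over six points, against 10 nM purified firefly luciferase using Km concentrations of substrates (10 uM D-luciferin, 10 uM ATP) in Tris acetate pH 7.5 buffer; luminescence output.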
Giardia killer – Giardia lamblia killing; actives 0.15% (n = 340,000); Giardia lamblia trophozoite viability; activity change, % at 7.66 µM, hits read low; in the data active = activity change below about -80%; inconclusive = between about -30% and that limit;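 note: parasites exposed to compound for two days anaerobically before the ATP read; % is set by controls: 0 for no effect and ±100 for the full control effect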
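Killing of trophozoites was scored by loss of ATP luminescence after a 48 hrs anaerobic exposure to compounds at 37 deg C, using 100 cells per well.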
ELG1 genotoxic – genotoxicity induction in ELG1-luciferase HEK293T cells | HEK293T ELG1-luciferase reporter, luminescence, 16 h | Potency, µM (titrated, usually from 46 µM), inactives show at the highest dose activity change, positive = activation, most hits filed as activators | actives 1.3% (n = 330,000); note: potency is the fitted concentration of half-maximal effect; % of control where 0% means no effect; nearly all actives have a fitted effect of over 60% in size
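ELG1-luciferase HEK293T cells, 2,000/well; compound pinned in; 16 hr, 37 °C, 5% CO2; ONE-Glo, 30 min RT; luminescence on CCD imager.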
FBPA coupling cs – coupling enzyme interference in Giardia aldolase counter-screen | activity change, negative = inhibition, % at 58.2 µM, hits read low | coupling enzyme system counterscreen, AmpLite Red fluorescence | actives 0.67% (n = 290,000) | AID 2472; in the data active = activity change below about -30%; note: % is set by controls: 0 for no effect and ±100 for the full control effect
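Activity here indicates interference with the coupling reaction, not aldolase inhibition. Compounds at 57.5 uM final met coupling enzymes for 10 min at RT; substrate and AmpLite Red detection followed, with a 525/598 nm fluorescence read after 20 min.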
KCNH2 3.1 inh – inhibitors of human KCNH2 3.1 potassium channel isoform | activity change, % (tested at about 1.8 µM) | actives 0.95% (n = 340,000) | U2OS KCNH2 3.1, thallium flux FluxOr; stronger effect = lower value;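 active = maximum activity change below -70%; inconclusive = maximum activity change from -70% to -50%; inactive = maximum activity change above -50%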;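 note: thallium influx rate constant from kinetic fluorescence after stimulation buffer; % is set by controls: 0 for no effect and ±100 for the full control effect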
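Virally transduced U2OS (3.1 isoform, 4 h infection in dark at RT) → overnight 37 C → FluxOr + Red40 in HBSS/HEPES, 45 min → stimulation buffer, 2 min kinetic read → rate constant vs DMSO controls.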
Starred values were filed as active, the others as inactive; ? = inconclusive; / = no result given; & = joins results of further samples; [ ] = dose if it differs, or a comment. Unless noted, calls come from the whole dose curve; as a rule, active = well fitted curve in the direction sought with a large enough effect; inconclusive = small, poorly fitted or top-dose-only effect, or another doubt; inactive = no such curve, though single readings can be large; an effect the other way counts as inactive or inconclusive.

Compound | RORgamma inh | Rab9 promoter act | Tb PFK inh | uPA surface inh | VP16 counter | NPC1 promoter act | FLuc modulator | Giardia killer | ELG1 genotoxic | FBPA coupling cs | KCNH2 3.1 inh
Cc1cccc(OCC(=O)O/N=C(\N)Cc2ccc([N+](=O)[O-])cc2)c1 | 20.7% | -2.6% | -11.4% | ? | -10.3% | -1.0% | -4.8% | -6.2 | -2.3% | 0.3 | -2.8
O=C(CSC1=NS(=O)(=O)c2cc(Cl)ccc2N1)c1ccc(Cl)cc1 | / | -9.5% | -17.8% | 0.9% | / | -0.3% | -3.1% | -4.2 | -0.8% | / | -28.1
Cc1nn(CC(=O)Nc2ccncc2)c(C)c1[N+](=O)[O-] | 24.1% | -5.2% | -0.4% | 7.2% | 13.5% | -1.8% | -1.4% | 2.3 | 0.3% | 4.1 | -6.0
O=C(CCC1COc2ccccc2O1)Nc1ncccc1O (stereo not given) | -15.6% | -0.8% | -12.2% | -7.6% | 22.2% | -1.8% | -2.2% | 1.3 | 0.2% | -2.5 | -16.1
Cc1ccnc(NC(=O)c2ccc3c(c2)C(=O)N(CC2CCCO2)C3=O)c1 (stereo not given) | 27.3% | -3.1% | 0.2% | 7.8% | 29.4% | 1.5% | 21.3µM* | 18.2 | 6.5% | 3.2 | -2.4
Cc1cc(=O)n2nc(N3CCCC3C(=O)Nc3ccccc3C)sc2n1 (stereo not given) | -29.9% | 2.5% | 4.8% | -1.6% | -0.5% | 0.4% | 0.5% | -10.7 | 1.9% | 2.1 | 4.6
COc1cc(-c2nnc3n(CCc4ccccc4)c(=O)c4ccccc4n23)cc(OC)c1OC | -4.3% | 10.4% | 0.7% | -2.5% | -15.6% | 2.0% | -6.2% | -7.1 | -12.5% | 0.2 | -3.0
CCOC(=O)NC(Nc1nc2ccccc2s1)(C(=O)OCC)C(F)(F)F (stereo not given) | -13.4% | 3.8% | 0.9% | / | -10.0% | -5.7% | -2.4% | -3.6 | -5.1% | -3.7 | -6.1
O=C1C2CCCCN2C(=O)N1CCCCN1CCN(c2ccc([N+](=O)[O-])cc2)CC1 (stereo not given) | 2.0% | 1.5% | 3.7% | -5.9% | -1.7% | 16.8% | 1.4% | 7.6 | 1.4% | 2.7 | ?
CCS(=O)(=O)N1Cc2ccccc2CC1C(=O)Nc1nc2ccccc2[nH]1 (stereo not given) | ? | 20.1% | -3.2% | 0.9% | -25.7% | 23.5% | 15.1µM* | -6.0 | ? | -0.3 | -9.9
CCN1CCN(c2ncc3c(n2)CC(c2ccc(OC)c(OC)c2)CC3=O)CC1 (stereo not given) | 9.2% | -8.0% | -2.8% | / | 3.5% | -1.7% | 4.2% | -5.0 | 2.5% | 0.0 | 3.8
COCc1cc(C)nc2sc3c(=O)n(Cc4ccco4)nnc3c12 | 0.5% | -0.7% | 0.1% | 8.3% | -3.9% | 3.0% | -0.5% | -12.6 | 2.2% | 7.0 | 6.1
Cc1c(NC(=O)COC(=O)C23CC4CC(CC(O)(C4)C2)C3)c(=O)n(-c2ccccc2)n1C | 1.6% | -3.3% | 0.9% | 4.1% | 3.3% | -1.5% | -1.5% | 26.1 | 0.1% | -0.1 | 5.5
CCOC(=O)c1sc2nc(CN3CCN(c4cccc(C(F)(F)F)c4)CC3)[nH]c(=O)c2c1C | -18.6% | 1.3% | 6.2% | -7.7% | -2.1% | -1.4% | 1.2% | -13.4 | 0.0% | 0.9 | -7.8
Cc1ccc(S(=O)(=O)CCC(=O)OC(C)C(=O)N2CCc3ccccc32)cc1 (stereo not given) | / | -6.8% | -0.9% | -2.1% | / | -0.5% | 4.2% | -12.6 | 1.7% | / | 10.1

Copied from the list.
Cc1nn(CC(=O)Nc2ccncc2)c(C)c1[N+](=O)[O-] – KCNH2 3.1 inh = -6.0
COc1cc(-c2nnc3n(CCc4ccccc4)c(=O)c4ccccc4n23)cc(OC)c1OC – KCNH2 3.1 inh = -3.0

4 entries already listed, ordered by the value under Tb PFK inh, high to low.
structure	Tb PFK inh
CCOC(=O)c1sc2nc(CN3CCN(c4cccc(C(F)(F)F)c4)CC3)[nH]c(=O)c2c1C	6.2%
Cc1ccc(S(=O)(=O)CCC(=O)OC(C)C(=O)N2CCc3ccccc32)cc1 (stereo not given)	-0.9%
Cc1cccc(OCC(=O)O/N=C(\N)Cc2ccc([N+](=O)[O-])cc2)c1	-11.4%
O=C(CSC1=NS(=O)(=O)c2cc(Cl)ccc2N1)c1ccc(Cl)cc1	-17.8%

Further compounds follow:
Compound | RORgamma inh | Rab9 promoter act | Tb PFK inh | uPA surface inh | VP16 counter | NPC1 promoter act | FLuc modulator | Giardia killer | ELG1 genotoxic | FBPA coupling cs | KCNH2 3.1 inh
C#CCOCCOCCOCCNc1nc(N2CCN(C(=O)[C@H](CCC(=O)O)n3cc([C@@H](N)CCCCN)nn3)CC2)nc(N2CCN(C(=O)[C@H](CCCCN)n3cc([C@@H](N)CC(N)=O)nn3)CC2)n1 | / | / | 8.6% | 14.8% | / | / | / | 9.0 | 3.7% | / | -0.5
c1ccc(-c2nnc(-c3ccccn3)nc2NC2CCCCC2)cc1 | -80.5% | -18.5% | -2.1% | -4.3% | ? | -12.8% | -1.7% | 7.5 | -3.3% | 1.4 | 12.2
CC1C(=O)C(C)C(c2ccc(O)cc2)NC1c1ccc(O)cc1 (stereo not given) | 8.7% | -3.1%[1.84 µM] | 1.0% | 16.0% | 3.3% | -7.0% | 1.4% | -2.3 | -1.3% | -1.5 | 8.0
O=c1oc2ccccc2cc1-c1csc(Cc2nc(-c3ccc(Cl)cc3)cs2)n1 | 33.1% | -30.8%[inhibitor] | -5.5% | 6.8% | -28.0% | -21.7% | 5.7% | 9.7 | 8.6% | -0.8 | 5.4
CCN1C(=O)N(c2ccc(C(C)=O)cc2)S(=O)(=O)c2ccccc21 | -0.2% | 0.1% | 7.8% | 3.4% | -3.9% | -1.3% | -2.7%&2.1% | 9.0 | -0.6% | -1.2 | 7.3
Cc1ccc(CSc2ncnc3ccccc23)cc1 | 7.1% | 4.3% | -1.7% | -5.9% | -14.1% | 1.0% | ? | -10.2 | -2.8% | 6.6 | 3.4
CCOC(=O)C1(Cc2ccccc2C(F)(F)F)CCN(C(=O)c2cc(C)n(C)n2)CC1 | 4.9% | ? | -2.0% | -4.2% | -3.1% | 12.0% | ? | -9.2 | ? | 0.6 | -3.4
COc1cccc(-c2cc(C(=O)Nc3nc4ccccc4s3)c3ccccc3n2)c1 | ? | -4.4% | -9.0% | 12.1% | -23.9% | -2.8% | 16.9µM* | -6.3 | -4.3% | -2.1 | -5.7
O=C(Nc1ccccc1-c1nnc(SCc2ccccc2)o1)c1ccccc1 | -3.3% | 0.1% | 1.3% | / | 0.5% | 0.7% | 3.6% | -16.9 | -4.6% | -2.4 | -11.0
O=C(NCc1ccco1)c1ccc2c(c1)CCO2 | -3.4% | 18.6% | 0.6% | -0.1% | -13.2% | 2.1% | 0.1% | 2.3 | 6.7% | 2.5 | 0.1
CC1CCCN(CCCNS(=O)(=O)c2cc(Br)cc3c2N(C(=O)C2CC2)CC3)C1 (stereo not given) | -17.2% | 1.2% | -18.5% | / | -2.0% | -2.9% | 2.8% | 18.8 | 3.2% | -0.1 | 1.3
CNC(=O)COC(=O)c1cc2c(s1)CCCC2 | 29.6% | 4.9% | -2.3% | -1.4% | ? | -2.3% | -16.6% | -15.6 | 9.5% | 0.5 | 2.4
Cc1nc2c3cc(F)ccc3n(CCN3CCCCC3)c2s1 | -2.5% | -13.8% | -1.6% | -11.7% | -18.7% | -29.4% | -8.5% | ? | 2.8% | -0.6 | 15.8
CCN(Cc1ccccc1)S(=O)(=O)c1ccc2oc(C(=O)O)c(C)c2c1 | ? | -3.4% | -10.9% | / | -9.8% | 0.5% | 3.8% | -6.8 | 1.7% | 18.2 | -5.9
CC(C)CN1C(=O)c2ccc(C(=O)Nc3ccncc3)cc2C1=O | ? | -4.7% | 1.3% | / | 20µM* | -11.6% | -8.6% | -9.3 | -4.1% | -0.8 | -15.8
Cc1cccc(-n2cnc(C(=O)Nc3cccnc3)c2)n1 | -31.3% | 2.24µM* | -4.4% | 0.9% | -8.8% | 2.82µM* | 10.7µM* | -18.7 | ? | 3.3 | 3.9
Cc1cccc(C(=O)Oc2coc(CSc3nnc(NC(=O)C4CC4)s3)cc2=O)c1 | ? | -1.0% | -8.3% | 0.0% | -18.4% | -2.0% | -10.7% | 24.8 | 1.5% | 7.8 | -1.2
COc1ccccc1/C=C/C(=O)OCc1nc2ccccc2c(=O)[nH]1 | 37.8% | -1.3% | -2.9% | / | 4.7% | 0.2% | -20.3% | -19.5 | -1.8% | -2.9 | 3.0
